LGR2 antag: inhibitors of bursicon-induced LGR2 CRE-luciferase signal, primary screen, cell-based, HEK293, CRE-luciferase reporter, bursicon stimulation; actives 0.35% (n = 380,000); inhibition, % at 9.99 µM; Drosophila bursicon receptor LGR2 (rickets); bursicon-stimulated, 4 h; AID 720647, 2013;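 active means drop in luminescence signal, shown as inhibition above about 50% in the replicate tests, limit read from the data, passing the limit was not always enough; inconclusive means probably only some replicates passing the limit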;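 further: agonist challenge used bursicon conditioned medium at about half maximal strength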
SIRT5 block: SIRT5 desuccinylase inhibitors, primary screen, biochemical, fluorescence imaging, single point, set 5. NAD-dependent protein deacylase sirtuin-5, mitochondrial (Homo sapiens), Q9NXA8. Purified SirT5, succinyl-peptide AMC, trypsin-coupled fluorescence. inhibition, % at 15 µM. actives 1.1% (n = 330,000); in the data active means inhibition above about 15%; inconclusive means no clear call, values can overlap the other calls
Target sequence (Q9NXA8 whole entry, looked up): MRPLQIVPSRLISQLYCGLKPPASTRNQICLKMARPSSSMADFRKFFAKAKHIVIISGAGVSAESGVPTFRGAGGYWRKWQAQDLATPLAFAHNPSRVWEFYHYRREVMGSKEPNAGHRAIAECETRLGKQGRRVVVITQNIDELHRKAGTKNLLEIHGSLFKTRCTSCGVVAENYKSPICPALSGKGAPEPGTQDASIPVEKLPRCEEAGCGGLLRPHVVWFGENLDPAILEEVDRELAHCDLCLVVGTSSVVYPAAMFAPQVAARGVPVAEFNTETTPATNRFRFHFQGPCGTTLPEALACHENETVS
DENV2 CPE rescue: inhibitors of DENV2 cytopathic effect, primary screen, cell-based, plate reader, single concentration | DENV2-infected cells, cytopathic effect rescue | CPE inhibition, % at 9.99 µM | actives 1.7% (n = 350,000) | AID 651640, 2012; in the data active means CPE inhibition above about 20%, passing the limit was not always enough; inconclusive means no clear call, values can overlap the other calls; tested in BHK-21 cells;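 further: 0% = median of neutral control wells and 100% = median of positive control wells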
EWS-Fli inh: EWS/Fli-driven NR0B1 reporter inhibitors, primary screen, A673 cells, NR0B1 luciferase, luminescence, MLPCN library | viability-normalised | inhibition, % at 12.6 µM | actives 0.67% (n = 350,000) | AID 651661, 2012;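 active means mean inhibition of at least 50% after viability correction, with every replicate also passing that limit; inconclusive means mean reaches 50% but only one of two replicates passes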;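 further: firefly luciferase signal divided by Alamar Blue viability fluorescence both relative to DMSO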
CASP6 VEID inh: human caspase-6 inhibitors, primary screen, biochemical, VEID-R110 fluorescence, single point, set 2; inhibition, % at 12.5 µM; purified caspase-6, Z-VEID-R110 cleavage fluorescence; actives 0.53% (n = 350,000); P55212;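 active means mean inhibition across replicates at least about 35%, with every replicate also reaching that limit, limit read from the data; inconclusive means only one of the two criteria met; inactive means neither criterion met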;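 further: 0% = median of neutral control wells and 100% = no fluorescence left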
Target sequence (P55212 24-179 limits assumed): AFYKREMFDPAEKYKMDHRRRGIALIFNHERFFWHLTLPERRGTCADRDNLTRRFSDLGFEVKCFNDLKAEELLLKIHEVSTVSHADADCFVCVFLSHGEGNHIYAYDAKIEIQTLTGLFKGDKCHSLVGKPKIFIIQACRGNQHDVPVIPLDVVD
Target sequence (P55212 194-293 limits assumed): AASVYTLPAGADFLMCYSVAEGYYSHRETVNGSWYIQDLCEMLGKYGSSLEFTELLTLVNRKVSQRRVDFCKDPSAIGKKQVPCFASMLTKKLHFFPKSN
PAX8 reporter: inhibitors of PAX8-driven TPO luciferase reporter, primary screen, RMG-I cells, single concentration; actives 1.2% (n = 360,000); SteadyGlo, 24 h; inhibition, % at 12.6 µM; AID 652154, 2013;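 active means mean replicate inhibition at least 60% with every replicate also reaching 60%; inconclusive means only one of the two criteria is met; inactive means mean below 60% and not all replicates reaching 60%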;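 further: luciferase light reporting Pax8 driven TPO promoter activity; plate controls were median of neutral control wells for no effect and mitoxantrone controls for full effect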
ARNT-TACC3 inh: disruptors of ARNT/TACC3 protein interaction, primary screen, biochemical, AlphaScreen, single concentration | Transforming acidic coiled-coil-containing protein 3 (Homo sapiens), Q9Y6A5 | AlphaScreen His-ARNT PAS-B/GST-TACC3 binding, luminescence; TACC3 fragment carries E629A point mutation | inhibition, % at 9.99 µM | actives 0.66% (n = 390,000);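 active means mean inhibition of replicates at least 50% and at least half of replicates each reaching 50%; inconclusive means half or more replicates reach 50% but mean below 50%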;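 further: 0% = complete ARNT plus TACC3 wells and 100% = ARNT alone without TACC3; many hits fall short of the cut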
The depositor's hits bear a star; ? = inconclusive; · = no result given; & = joins results of further samples. Rows were taken by chance. Share with any hit: about 4.9%.

nr	structure	LGR2 antag	SIRT5 block	DENV2 CPE rescue	EWS-Fli inh	CASP6 VEID inh	PAX8 reporter	ARNT-TACC3 inh
1	Cc1c(O)ccc2c(CN3CCOCC3)cc(=O)oc12	-5	-13	8	·	-11	30	1
2	COc1ccc(-c2cc(C)nc(SCc3cccc(C(=O)O)c3)n2)cc1	·	·	-1	-11	2	-20	-15
3	Cc1cc(C(=O)Nc2cccc3c2O[C@@H](CN(C)Cc2ccc(Cl)c(Cl)c2)[C@@H](C)CN([C@H](C)CO)C3=O)n(C)n1	-5	3	18	13	3	30	-2
4	Cc1cc(C(=O)Nc2cccc3c2O[C@@H](CN(C)Cc2ccc(C(=O)Nc4ccccc4N)cc2)[C@H](C)CN([C@@H](C)CO)C3=O)n(C)n1	-40	0	-3	13	-2	·	4
5	CC(C)CCCNc1nc(N2CCOCC2)nc(N2CCOCC2)n1	-4	·	-5	0	1	4	0
6	CCCCC[C@@H](C)N1C[C@@H](COCc2ccccc2)Oc2cc(N3CC[C@H](N(C)C)C3)ccc2S1(=O)=O	17	-3	-8	20	-7	7	·
7	C[C@H](CO)N1C[C@H](C)[C@@H](CN(C)C)Oc2ccc(NC(=O)Cc3ccccc3)cc2C1=O	1	-3	-1	1	-1	-1	-7
8	Cc1ccc(N2C(=O)C(O)(C(F)(F)F)C3=C2CC(C)(C)CC3=O)cc1 (stereo not given)	2	·	·	·	·	18	-4
9	Cc1cc(C)n2nc(SCC(=O)N3CCCCC3C)nc2n1 (stereo not given)	-17	-3	5	-8	0	12	-1
10	COc1cc(NC(=O)CN(C)S(=O)(=O)c2ccc3c(c2)CC(C)N3C(C)=O)cc(OC)c1 (stereo not given)	-6	-5	-4	·	2	10	7
11	COc1ccc(Cl)cc1NC(=O)CN(C)C(=O)c1cc(-c2ccncc2)nc2ccccc12	9	1	1	10	-5	38	9
12	CCCC1(c2ccccc2)NC(=O)N(CC(=O)Nc2cc(OC)cc(OC)c2)C1=O (stereo not given)	10	-3	-1	·	-3	3	·
13	Oc1[nH]c2ccc(Br)cc2c1N=NC(=S)NCC1CCCO1 (stereo not given)	12	4	4	36	6	10	17
14	COc1ccc(NC(=O)N2CCCCN3[C@H](C2)[C@H](c2ccc(C#Cc4ccccc4)cc2)[C@@H]3CO)cc1	·	·	·	3	·	17	21
15	Cc1ccc(C)c(C(=O)COC(=O)c2cc([N+](=O)[O-])ccc2NCCO)c1	-8	-1	-7	-15	3	24	3
16	COc1ccc(NC(=O)c2cccc3c(Br)cccc23)cc1	-13	2	3	-27	-3	-10	-13
17	CO[C@H]1CN(C)C(=O)c2ccc(NS(C)(=O)=O)cc2OC[C@H](C)N(CC2CCCCC2)C[C@H]1C	12	-2	-3	-1	2	·	-4
18	COc1ccc(-c2nc(CN3CCC(C(=O)N4CCOCC4)CC3)c(C)o2)cc1OC	-3	-3	0	·	-6	-25	-1
19	Cc1cccc(N(Cc2ccccc2)C(=O)c2ccccc2S(C)(=O)=O)c1	9	0	10	3	2	9	-10
20	Cc1nn(-c2ccccc2)c(C)c1/C=N/N1CCN(c2ccccc2)CC1	-17	-4	0	-17	-1	·	6
21	COc1ccc(C(=O)N2C[C@H]3[C@@H](c4ccccc42)[C@H](CO)N3Cc2ccccc2Cl)cc1	29	8	4	7	1	14	2
22	CCNC(=O)NC(=O)COC(=O)CCCSc1nc2ccccc2s1	·	-3	-4	0	9	10	-22
23	c1ccc(Nc2nnc(-c3cccc4ccccc34)o2)cc1	·	-8	13	-94	4	-58	·
24	C[C@@H]1CCCCO[C@H](CN(C)S(=O)(=O)c2ccccc2)[C@H](C)CN([C@H](C)CO)C(=O)c2cc(NS(=O)(=O)c3ccc(F)cc3)ccc2O1	7	9	-3	16	0	43	-5
25	CNC(=S)N1CCC(NC(=O)C(Cc2ccc(F)cc2)NC(C)=O)CC1 (stereo not given)	4	·	4	11	-2	-7	-4
26	COc1ccc(CCN2CC(C(=O)NCC(=O)Nc3ccc(F)c(F)c3)CC2=O)cc1OC (stereo not given)	28	2	-13	1	2	11	4
27	C=CCNC(=S)NC(=O)c1csc([N+](=O)[O-])c1	14	-4	16	16	3	6	-5
28	O=C(CN1CCOCC1)NCCNS(=O)(=O)c1ccccc1	-3	-4	-2	-8	-2	-3	-5
29	CCCN(C)C[C@@H]1Oc2cc(C#CC(C)C)ccc2S(=O)(=O)N([C@@H](C)CO)C[C@@H]1C	-4	12	0	2	3	20	9
30	C[C@H](NC(=O)C[C@@H]1CC[C@@H]2[C@H](COC[C@@H](O)CN2Cc2cc(F)ccc2F)O1)c1ccccc1	5	-1	-6	5	8	23	-3
31	Cc1ccc(C2(C)NC(=O)N(CC(=O)Nc3ccccc3C(=O)N3CCCCC3)C2=O)cc1 (stereo not given)	2	-2	16	4	-3	·	-2
32	C/C=C/c1ccc(C2[C@@H]3CN(S(=O)(=O)c4ccccc4F)C[C@H]2N3)cc1 (stereo not given in full)	9	·	-13	12	·	-13	·
33	C#CCOCCOCCOCCNc1nc(N2CCOCC2)nc(N2CCN(C(=O)CCCCCCCCCCNC(=O)[C@@H](CCC(=O)O)n3cc(CCCCCN)nn3)CC2)n1	4	·	-6	3	0	-7	-1
34	COc1ccc(C(C)=O)cc1CC(=O)N(Cc1ccccc1)c1ccccc1	-9	-10	3	-2	-5	10	·
35	CCCCn1c(N)c(N(CC)C(=O)C2=NN(c3ccccc3)C(=O)CC2)c(=O)[nH]c1=O	-8	-2	-6	-1	2	-3	2
36	O=C1NC(NS(=O)(=O)c2ccccc2)(C(F)(F)F)C(=O)N1c1cccc(Cl)c1 (stereo not given)	0	-2	-2	0	1	18	-7
37	COc1ccc(/C=N/NC(=O)c2cccc(NC(=O)c3ccccc3)c2)c(C(=O)O)c1OC	10	·	·	·	·	13	4
38	CCOC(=O)C1CCN(C(=O)CCc2c(C)nc3cc(-c4ccc(OC)cc4OC)nn3c2C)CC1	5	0	14	-7	0	6	-8
39	COc1ccc(N2CCN(C(CNC(=O)c3cccs3)c3ccco3)CC2)cc1 (stereo not given)	7	-1	-2	-2	-1	-14	6
40	C[C@H]1CN([C@@H](C)CO)C(=O)c2cc(NS(=O)(=O)c3ccc(Cl)cc3)ccc2O[C@H]1CN(C)S(=O)(=O)c1cn(C)cn1	-8	4	-2	3	0	·	-4
41	CC1CCCC(NC(=O)C2CCN(S(=O)(=O)c3cccc4nonc34)CC2)C1C (stereo not given)	-2	-6	4	3	-4	-11	·
42	COc1ccc(-n2c(CN3CCC(C(N)=O)CC3)nc3ccc([N+](=O)[O-])cc3c2=O)c(OC)c1	-43	7	10	-5	6	17	-6
43	CCN1CCN(CCCNC(=O)CS(=O)(=O)Cc2nc(-c3cccc(OC)c3)oc2C)CC1	-1	-4	-6	·	-38	-6	0
44	N#C/C(=C(\O)C(F)(F)F)c1nnc2n1CCCCC2	1	-3	7	0	1	-8	-5
45	COc1ccc(N(C(C)C(=O)Nc2ccc(S(=O)(=O)N3CCCCC3)cc2)S(C)(=O)=O)cc1 (stereo not given)	16	0	-10	24	18	12	·
46	Cc1ccc(CN2CCN(Cc3ccc(-n4cccn4)cc3)CC2CCO)cc1 (stereo not given)	-8	-1	-3	8	0	21	0
47	O=C(N=Nc1c(O)[nH]c2ccc(Br)cc12)c1cc(-c2cccs2)nc2ccccc12	-29	-6	5	18	-3	13	2
48	O=C(Cc1ccc(F)cc1)Nc1cc(S(=O)(=O)N2CCOCC2)ccc1N1CCCCC1	18	·	-4	4	-6	-12	·
49	CN(C)c1nc(N)nc(CSc2nnnn2-c2ccc(F)cc2)n1	11	-2	-2	8	5	·	·
50	CCN(CC(=O)Nc1ccc(NC(C)=O)cc1)C(=O)CCCc1nc2ccccc2c(=O)[nH]1	-6	1	2	0	0	-1	0

Looked up above:
In EWS-Fli inh, `O=C(N=Nc1c(O)[nH]c2ccc(Br)cc12)c1cc(-c2cccs2)nc2ccccc12` reads 18
In LGR2 antag, `COc1ccc(N(C(C)C(=O)Nc2ccc(S(=O)(=O)N3CCCCC3)cc2)S(C)(=O)=O)cc1` (stereo not given) reads 16

Other entries.
nr	structure	LGR2 antag	SIRT5 block	DENV2 CPE rescue	EWS-Fli inh	CASP6 VEID inh	PAX8 reporter	ARNT-TACC3 inh
51	NS(=O)(=O)c1ccc(NC(=O)c2ccc(S(=O)(=O)N3CCCCC3)cc2)cc1	15	-1	0	-4	1	0	·
52	Cc1ccc(C(=O)N/N=C/C=C/c2ccccc2)cc1	15	·	-2	-7	2	-12	-9
53	COc1ccc(CCC(=O)NNC(=O)Nc2ccc(OC)c(OC)c2)cc1	5	-2	-4	·	3	7	-4
54	COCC(=O)Nc1ccc2c(c1)[C@H]1C[C@H](CC(=O)N[C@@H](C)c3ccccc3)O[C@H](CO)[C@H]1O2	-5	8	16	-2	-1	13	4
55	CNc1ncnc2c1ncn2-c1ccccc1	·	·	11	-56	-1	-65	-1
56	O=C(CN1CCN(C(=S)NC2CCCC2)CC1)Nc1ccc(Oc2ccccc2)cc1	29	·	·	·	·	12	3
57	Cc1cnc(C(=O)OCC(=O)N(CC(C)C)C2CCS(=O)(=O)C2)cn1 (stereo not given)	·	9	-7	-2	0	5	·
58	O=C(NC[C@H]1CC[C@@H]2[C@@H](CN2C(=O)C2CCOCC2)O1)c1cccnc1	·	-5	4	8	3	-9	·
59	CN(CC(=O)Nc1ccccc1Br)C(=O)c1cccn1C	4	-1	-2	-2	-117	-8	-4
60	CC(C)Cc1nnc(NC(=O)Cc2ccccc2[N+](=O)[O-])s1	-11	-7	1	13	1	-7	-3
61	O=C(NCCc1ccccc1)C1COc2ccccc2O1 (stereo not given)	7	0	-5	-29	-2	-42	-3
62	C[C@@H]1CN([C@H](C)CO)C(=O)CCCn2nncc2CO[C@H]1CN(C)C(=O)c1ccccc1	1&-7	-2&6	?	-3&0	-1&-1	2&-19	-5
63	CCCOc1ccc(C(=O)Nc2ccc(NC(=O)c3cccs3)cc2)cc1	-10	-12	10	-18	-2	-33	-4
64	Cc1cccc(C)c1-n1nnnc1SCc1nc(N)nc(N(C)C)n1	-11	-1	-1	15	-5	3	-2
65	COc1ccc(Cl)cc1NC(=O)c1cnc2sccn2c1=O	7	-2	-7	-32	0	-3	-1

Compound activity (PubChem BioAssay)
